Source: PubChem (National Center for Advancing Translational Sciences (NCATS))
TbPYK inhibitor: qHTS of Trypanosoma Brucei Inhibitors. pyruvate kinase (Trypanosoma brucei), Q57TT1. TbPYK enzyme, Kinase-Glo Plus ATP luminescence, 45 min. Potency, µM (top dose mostly 76.8 µM), inactives show at the highest dose activity, negative = inhibition, actives largely listed as inhibitors. hit rate 0.12% among 410,000; active means well fitted inhibition curve with a large enough effect; further: nearly all actives have a fitted effect of over 50% in size
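Luminescent Kinase-Glo Plus end-point after 45 min room-temperature reaction of T. brucei pyruvate kinase started with 130 uM ADP (final). Buffer TEA 50 mM pH 7.2 with KCl, MgCl2, BSA, Tween-20; titration-based qHTS with fitted concentration-effect curves.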
* marks the source's active call; other numbers are inactive results; [ ] = dose if it differs, or a comment. On the % scale 0 is the no-effect control and ±100 the full control effect; potency means the concentration at half of the fitted maximal effect. Some of the compounds tested; count on the stated rates, not on these rows.

molecule	TbPYK inhibitor
CC1=C(c2ccc(C)c(C)c2)S(=O)(=O)N=C1N1CCC(C(=O)NCc2ccc(C)o2)CC1	-12%
COc1ccc2[nH]cc(CCNC(=O)Nc3c(C)cccc3C)c2c1	-1%
CCCCCc1ccc(-c2ccc(C(=O)Oc3ccc(C(=O)OC)cc3)cc2)nc1	0%
Cc1ccc(Cn2c(=O)n(Cc3ccc(C(=O)NC4CCN(Cc5ccccc5)CC4)cc3)c(=O)c3ccccc32)cc1	-3%
C[C@@H]1CN([C@@H](C)CO)C(=O)CCCn2cc(nn2)CO[C@H]1CN(C)S(=O)(=O)c1ccc2c(c1)OCCCO2	-8%
CC(C)(OOC1(c2ccccc2)NC(=O)c2ccccc21)c1ccccc1 (stereo unspecified)	1%
COc1ccc(-c2cc(C(=O)OCC(=O)c3ccc(C)cc3)c3cccc(Cl)c3n2)cc1	-3%
Cc1cccc2c1-c1sc(C(=O)N(C)c3cccc(C(F)(F)F)c3)cc1CO2	2%
CCC(C)n1c(=N)c(C(=O)NC2CCCCC2)cc2c(=O)n3ccccc3nc21 (stereo unspecified)	3%
CCCc1c(C(=O)N/N=C/C=C/c2ccccc2)nnn1-c1nonc1N	3%
CCOC(=O)c1c(C)c(-c2ccccc2)n(CC(=O)Nc2cc(OC)cc(OC)c2)c1C	-5%
CCOC(=O)C1CCN(C(=O)Cn2c(=O)oc3cc(S(=O)(=O)N4CCC(C)CC4)ccc32)CC1	-2%
COCCCn1c(=O)c2sccc2n2c(CCCC(=O)Nc3cc(C)cc(C)c3)nnc12	1%
C[C@H]1CN([C@@H](C)CO)C(=O)c2cc(-c3cccc(F)c3)cnc2O[C@H]1CN(C)C(=O)c1cnccn1	-4%
CCCC(=O)N1CCCC1(C)C(=O)Nc1cc(OC)c(OC)c(OC)c1 (stereo unspecified)	9%
COc1ccccc1NC(=O)Cn1nc2c3cc(F)ccc3n(Cc3cccc(C)c3)cc-2c1=O	3%
Nc1nc2ccccc2cc1C(=O)NCCCCc1ccccc1	1%
Cc1ccc2c(CC(=O)Nc3nnc(C(C)C)s3)coc2c1C	-15%
Cc1cc(F)cc(-c2cc(C(=O)NCc3ccccc3)[nH]n2)c1	3%
CC1C(=O)N(Cc2cn(CC3CCCCC3)nn2)CCS(=O)(=O)N1Cc1ccc(-c2ccc(Cl)cc2)cc1 (stereo unspecified)	-2%
CCCNC(=O)N(C)C[C@H]1Oc2ncc(Br)cc2C(=O)N([C@H](C)CO)C[C@H]1C	-8%
COc1ccc(S(=O)(=O)N2CCOC2CNC(=O)C(=O)NCCCN2CCCC2=O)cc1OC (stereo unspecified)	1%
CN(C)c1ccc(C(CNC(=O)COc2ccc(Cl)cc2)N2CCOCC2)cc1 (stereo unspecified)	-4%
CC1(C(=O)Nc2ccc(F)c(Cl)c2)Cc2c(-c3cccc(C(F)(F)F)c3)ccnc2O1 (stereo unspecified)	7%
COc1ccc(-c2ccc(C(=O)NC3CCCCC3)c3occc23)c(C)c1	3%
COc1ccccc1NC(=O)c1oc2ccccc2c1NC(=O)c1c(F)cccc1F	3%
CC(NC(=O)c1ccc2nc(Cc3ccccc3)oc2c1)c1ccccc1 (stereo unspecified)	-5%
O=C1c2ccccc2C(=Cc2cccnc2)c2ccccc21	5%
N#CC1=C2CCCCC2(O)NC1=O (stereo unspecified)	4%
COc1cccc(C(O)c2nc(-c3cccc(F)c3)cs2)c1 (stereo unspecified)	1%
COc1cc(NC(=O)Cn2ncc3c([nH]c4ccc(C)cc43)c2=O)cc(OC)c1OC	-4%
COc1cc(S(=O)(=O)N2CCN(C(=O)c3cccs3)CC2)ccc1NC(C)=O	4%
CCCS(=O)(=O)NCCc1csc2nc(-c3ccc(C)cc3)nn12	0%
Nc1c(C(=O)Nc2cccc(F)c2)c2ccccn2c1C(=O)c1ccccc1	3%
COc1cccc(N2CCN(c3ncnc4c3c(-c3ccccc3)cn4-c3cccc(C(F)(F)F)c3)CC2)c1	-1%
Cc1cc(-c2ccc(S(=O)(=O)Nc3cccc(C)c3C)s2)on1	-4%
O=C(CSc1nc2ccsc2c(=O)n1Cc1ccccc1Cl)NCc1ccc(F)cc1	-3%
Cc1ccc(S(=O)(=O)N2[C@@H](c3ccc(Cl)cc3)C(C(=O)OC(C)(C)C)=CC[C@H]2c2ccc(Cl)c(Cl)c2)cc1	0%
COc1ccc(NC(=O)N(C)[C@H]2C[C@H]3c4[nH]c5ccc(-c6cccc(C)c6)cc5c4CCN3C[C@H]2[C@H](C)O)cc1	-3%
O=C(OCc1cc(=O)n2nc(-c3cccs3)sc2n1)c1ccccc1Cl	0%
CSc1cccc(NC(=O)Cn2nnc(C(=O)NCCc3ccccc3)c2N)c1	6%
O=C(COc1ccc(Cl)cc1)Nc1sc2c(c1C(=O)Nc1cccc(Cl)c1)CCCC2	-16%
CCCS(=O)(=O)NC(=O)C1(C)CCN1C(=O)Cc1ccc(-c2ccccc2)cc1 (stereo unspecified)	2%
CCc1nnc(SCc2ccc(F)cc2Cl)c2cc3sccc3n12	2%
Cc1ccccc1NC(=O)c1ccc2nc(Cc3ccccc3)oc2c1	5%
CC(=O)N1Cc2cc(C(=O)NCC(F)(F)F)nc(-c3cccc(-c4cc5ccccc5o4)c3)c2[C@@H]1CCO	5%
FC(F)(F)c1ccc(C2=Nc3ccccc3NC(c3cccs3)=N2)cc1	-1%
COc1ccc(NCc2cc3ccc(OC)cc3n(CC(=O)Nc3ccc(C)c(C)c3)c2=O)cc1	-2%
CCN(CC)CCCNC(=O)c1cc(-c2ccc(OC)c(OC)c2)on1	0%
Cc1cc2oc(C(=O)Nc3ccc(S(=O)(=O)Nc4ncccn4)cc3)cc(=O)c2cc1C	0%

Continuation:
molecule	TbPYK inhibitor
O=C(c1cccn1-c1nnc(N2CCCCC2)s1)N1CCN(c2ccc(Cl)cc2)CC1	5%[15.4 µM]
O=C(Cn1cc(C(=O)c2ccco2)c2ccccc21)Nc1ccccc1C(F)(F)F	0%
Cc1cccc(C)c1NC(=O)CN1CCN(C(=O)CCC(=O)N2CCC(c3ccccc3)=N2)CC1	5%
CCN(CC)C(=O)C1=C(C)N(CCC2=CCCCC2)C(=O)C(CC(=O)NCc2cccs2)C1 (stereo unspecified)	-1%
CCN1C(C(=O)c2ccccc2)=C(NC(=O)c2ccc(Cl)cc2)c2ccccc2S1(=O)=O	4%
COc1cccc(NC(=O)CSc2cc(=O)n(C)c3ccc(Cl)cc23)c1	-11%
Cc1ccc(OCC(=O)Nc2nc(-c3ccc(Br)cc3)ns2)cc1C	6%
CCCCOC(=O)c1ccc(NC2=NS(=O)(=O)c3ccccc32)cc1	-3%
COc1ccc(-c2c3c(=O)n(C)c(=O)n(C)c3c3n2-c2ccccc2NC3c2ccc(OC)cc2)cc1 (stereo unspecified)	-1%
CN1[C@@H](COCc2ccccc2)C=CS1(=O)=O	7%
C[C@@H]1COc2cccc(N(C)CCO)c2S(=O)(=O)N1	4%
COc1ccc([C@H]2CC(=O)C[C@@H](CCn3cc(Cc4ccccc4)nn3)O2)cc1	-1%
COC(=O)c1cc2sccc2n1Cc1ccc(F)cc1Cl	-4%
CCN(CC)C(=O)C1=C(C)N(Cc2ccc(F)cc2)C(=O)C(CC(=O)NCCN2CCOCC2)C1 (stereo unspecified)	-8%
OC[C@H]1O[C@@H](c2nc(-c3cccc4ccccc34)no2)[C@H](O)[C@@H]1O	-2%
CCOC(=O)c1cc(-c2ccc(C)cc2)n(CCC(=O)Nc2cc(Cl)ccc2C)c1C	4%
COc1ccc(OCCNC(=O)c2ccc3nc(C)c(N(C)C(=O)CCc4ccccc4)n3c2)cc1	-1%
C/C=C/c1cccc(-c2nc(C(=O)N3CCN(C)CC3)cc3c2[C@@H](CCO)N(C(=O)NC(C)C)C3)c1	-3%
CCCCn1nnnc1C1(C)CCC(=O)N1CCc1ccc(O)cc1 (stereo unspecified)	5%
CCCNC(=O)Cn1c(=O)cc(C)c2c(C)nn(-c3cccc(F)c3)c21	-2%
Nc1ccc(Cl)cc1	-3%[157 µM]
COCCNC(=O)C1(C)CCN(C(=O)c2ccc(F)c(C)c2)C1 (stereo unspecified)	-14%
CCC1CN(C(=O)Nc2ccccc2F)c2cc(C)ccc2O1 (stereo unspecified)	0%
Cc1cn([C@H]2C[C@H](O)[C@@H](CNCc3cnc(N4CCOCC4)s3)O2)c(=O)[nH]c1=O	3%
C[C@H](CO)N1C[C@H](C)[C@H](CN(C)Cc2ccncc2)Oc2cc(-c3ccccc3F)ccc2S1(=O)=O	-2%
CC(=O)Nc1ccc(S(=O)(=O)NCC2CCC(C(=O)NCCc3ccc(C)cc3)CC2)cc1 (stereo unspecified)	1%
COc1ccc([N+](=O)[O-])cc1NCc1c(F)cccc1F	-8%
NC(=O)c1ccc(NC(=O)COC(=O)CCC2CCCC2)cc1	-14%
CCCOC(=O)c1c(NC(=O)C2c3ccccc3Oc3ccccc32)sc2c1CCC(C)C2 (stereo unspecified)	2%
COc1ccc(N2CCN(C(=O)Cn3cnc4sc(C)c(S(=O)(=O)N5CCCCC5)c4c3=O)CC2)cc1	1%

Rewritten field by field: part of the list above.
Compound: NC(=O)c1ccc(NC(=O)COC(=O)CCC2CCCC2)cc1
  TbPYK inhibitor: -14%

Compound: CCCOC(=O)c1c(NC(=O)C2c3ccccc3Oc3ccccc32)sc2c1CCC(C)C2 (stereo unspecified)
  TbPYK inhibitor: 2%

Compound: COc1ccc(N2CCN(C(=O)Cn3cnc4sc(C)c(S(=O)(=O)N5CCCCC5)c4c3=O)CC2)cc1
  TbPYK inhibitor: 1%

(listing goes on)
molecule	TbPYK inhibitor
Cc1ccc(Cl)cc1NC(=O)Cn1c(=O)oc2cc(S(=O)(=O)N3CCCC3)ccc21	-5%
CCN1CCN(C(=O)Cn2c(-c3cccs3)cc3ccccc32)CC1	3%
O=S1(=O)CC(N2CCCCC2)CN1Cc1cn(Cc2cccc(C(F)(F)F)c2)nn1 (stereo unspecified)	-7%
COc1ccc(NC(=O)C[C@H]2C(=O)N(c3ccc(Br)cc3)C[C@@H]2c2ccc(OC)cc2)cc1	-1%
CCOc1ccccc1NC(=O)Cc1csc(COc2cccc(C)c2)n1	-2%
CCCCN1C(=O)C(CC(=O)NC2CC2)CC(C(=O)N2CCOCC2)=C1C (stereo unspecified)	5%
COc1ccc(C(=O)N2CCC2(C)C(=O)O)cc1C(F)(F)F (stereo unspecified)	0%
CC(C)n1c(=O)c2ccccc2n1Cc1cn(Cc2cccs2)nn1	5%
COc1ccc(OCC(=O)Nc2cccc(-c3nc4ccccc4s3)c2C)cc1	3%
COCOc1cccc(CN2CCC(C)(Oc3cccc(OC)c3)C2)c1 (stereo unspecified)	6%
CCNC(=O)N1C[C@H]2CON(C)[C@H]2C[C@H]1c1ccccc1Br	-11%
CCN(C(=O)c1cc2cc3ccc(OC)cc3nc2o1)c1cccc(C)c1	0%
CNC(=O)c1ccc(Nc2nnc(-c3ccc(C)c(S(=O)(=O)N(C)C)c3)c3ccccc23)cc1	0%
CC1(C(=O)NS(=O)(=O)C2CC2)CCCN(C(=O)COc2ccc(Cl)cc2Cl)C1 (stereo unspecified)	5%
Cc1ccc(CN(C(=O)c2ccccc2[N+](=O)[O-])c2ccccn2)cc1	-9%
CCc1ccccc1NC(=O)CSc1nnc(CC)c(CC)n1	-3%[15.4 µM]
C[C@@H]1CN([C@H](C)CO)C(=O)c2c(c3ccccc3n2C)-c2ccccc2CO[C@H]1CN(C)C(=O)CCC(F)(F)F	8%
CCCCn1c(=NC(=O)c2c(-c3c(F)cccc3Cl)noc2C)c(C(=O)OCC)cc2c(=O)n3ccccc3nc21	-1%
Cc1c(C(=O)NCc2ccc3c(c2)OCCO3)sc(=O)n1Cc1ccccc1C(F)(F)F	2%
COc1ccc(-c2onc(C)c2C)cc1S(=O)(=O)NCCc1ccccc1	2%

Reformatted: entries from further up
Cc1c(C(=O)NCc2ccc3c(c2)OCCO3)sc(=O)n1Cc1ccccc1C(F)(F)F
  TbPYK inhibitor: 2%

COc1ccc(-c2onc(C)c2C)cc1S(=O)(=O)NCCc1ccccc1
  TbPYK inhibitor: 2%

Look-ups from the entries so far:
CC1(C(=O)NS(=O)(=O)C2CC2)CCCN(C(=O)COc2ccc(Cl)cc2Cl)C1 (stereo unspecified) @ TbPYK inhibitor: 5%
COc1ccc(-c2onc(C)c2C)cc1S(=O)(=O)NCCc1ccccc1 @ TbPYK inhibitor: 2%

(further entries)
molecule	TbPYK inhibitor
O=C(NCC1CC1)c1ccc(-n2ccnc2)c2ccoc12	-2%
COc1ccc(F)cc1-c1cc(NC(C)=O)c2ncc(-c3cc(OC)c(OC)c(OC)c3)n2c1	-2%
COc1ccccc1N1CCN(C(=O)Cn2ncc3c(=O)oc4ccc(C)cc4c32)CC1	-1%
COCCNc1nc(-c2ccc(OC)cc2C)c2sc(-c3ccccc3)cc2n1	-4%
CC(=O)c1ccc(S(=O)(=O)N2CCn3cccc3C2c2ccc(F)c(F)c2)cc1 (stereo unspecified)	-3%
O=C(NCCCN1CCN(c2ccccc2)CC1)c1ccc2nc(CCc3ccccc3)oc2c1	1%
CC(C)NC(=O)C1(C)Cc2c(-c3ccc(N(C)C)cc3)ccnc2O1 (stereo unspecified)	-2%
Cc1ccc(N2C(=O)CSC23C(=O)N(CC(=O)Nc2ccc(C(C)C)cc2)c2ccccc23)cc1C (stereo unspecified)	0%
CCCCN(CC)CCNC(=O)c1cc2c(=O)oc3ccc(C)cc3c2s1	-2%
CCCCN(CC)CCNC(=O)CCn1cnc2onc(-c3ccc(F)cc3)c2c1=O	6%
